D1 antag = blocks dopamine activation of the human D1 receptor; P21728; HEK293 TREx D1 cells, calcium flux, dopamine EC80; hits give low values; activity change, negative = inhibition, % at 10 µM; 3.2% of 360,000 active; AID 504652; in the data active = activity change below about -30%; note: % is set by controls: 0 for no effect and ±100 for the full control effect
Target sequence (P21728 whole entry, looked up): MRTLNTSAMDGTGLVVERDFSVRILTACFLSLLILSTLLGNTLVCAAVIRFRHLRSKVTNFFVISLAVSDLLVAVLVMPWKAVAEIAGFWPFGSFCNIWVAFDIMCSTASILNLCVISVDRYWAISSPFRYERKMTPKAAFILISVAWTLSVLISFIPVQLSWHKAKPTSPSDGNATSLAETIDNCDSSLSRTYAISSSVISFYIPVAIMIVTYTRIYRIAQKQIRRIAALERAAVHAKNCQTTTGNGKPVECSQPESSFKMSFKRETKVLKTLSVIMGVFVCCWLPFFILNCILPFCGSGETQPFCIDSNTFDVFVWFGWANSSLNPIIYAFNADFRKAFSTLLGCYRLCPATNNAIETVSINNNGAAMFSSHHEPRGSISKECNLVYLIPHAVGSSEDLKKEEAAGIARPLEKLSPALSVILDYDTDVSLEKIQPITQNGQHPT
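Calcium flux readout: force-coupled, inducible Hek293 Trex D1 line, cells induced overnight at 30 C with tetracycline, dye-loaded 30–90 min at RT. Antagonism scored against EC80 dopamine challenge given 180 s after compound.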
D1 PAM = enhances dopamine response at the human D1 receptor; P21728; HEK293 TREx D1 cells, calcium flux, dopamine EC20 potentiation; potentiation, % at 10 µM; 0.036% of 360,000 active; AID 504651; in the data active = potentiation above about 30%; note: 0% is about no effect
TRHR agonist = agonists of human TRH receptor; P34981; 0.18% of 360,000 active; activation, % at 2 µM; TRHR cells, calcium flux fluo-8, FDSS agonist mode; in the data active = activation above about 30%; note: 0% is about no effect
Target sequence (P34981 whole entry, looked up): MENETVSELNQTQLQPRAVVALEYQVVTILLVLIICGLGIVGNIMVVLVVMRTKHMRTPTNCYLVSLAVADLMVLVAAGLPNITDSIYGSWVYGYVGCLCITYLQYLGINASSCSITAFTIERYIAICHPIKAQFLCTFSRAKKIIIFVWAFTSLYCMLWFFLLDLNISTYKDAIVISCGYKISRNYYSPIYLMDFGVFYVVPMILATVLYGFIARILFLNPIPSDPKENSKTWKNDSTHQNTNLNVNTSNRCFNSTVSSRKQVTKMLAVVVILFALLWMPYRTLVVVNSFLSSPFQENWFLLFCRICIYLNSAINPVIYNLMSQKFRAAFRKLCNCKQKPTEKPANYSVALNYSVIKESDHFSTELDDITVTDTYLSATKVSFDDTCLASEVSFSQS
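Agonist-mode FDSS calcium read (Ex 480/Em 530, 1 s cycles) in 1536-well TRHR cells with fluo-8 dye, after 10-cycle baseline and 23 nL compound addition; TRH at EC20 (10 nM final) added afterwards for the enhancer phase.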
D2 potentiator = positively modulates the human D2 dopamine receptor allosterically. 0.34% of 340,000 active. AID 485347. potentiation, % at 10 µM. P14416. HEK293 T-REx D2, calcium flux, EC20 dopamine potentiation;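 active = potentiation over 3 SD above the plate norm, cut at about 30% in these data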; note: 0% is about no effect
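Cells plated with tetracycline inducer and held overnight at 30 C; calcium dye loaded 30–90 min at room temperature; baseline taken, compound added and read 180 s; EC20 dopamine then added and read 180 s.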
Anesthetic bind = candidate novel general anesthetic via apoferritin binding. 0.074% of 350,000 active. Potency, µM (titrated, usually from 77.5 µM), for the others: top-dose activity change, negative = displacement, actives largely listed as inhibitors. AID 485281. apoferritin/1-aminoanthracene competitive binding, fluorescence; note: potency is the fitted concentration of half-maximal effect; % is set by controls: 0 for no effect and ±100 for the full control effect; nearly all actives have a fitted effect of over 20% in size
Target sequence (P02791 2-175 limits assumed): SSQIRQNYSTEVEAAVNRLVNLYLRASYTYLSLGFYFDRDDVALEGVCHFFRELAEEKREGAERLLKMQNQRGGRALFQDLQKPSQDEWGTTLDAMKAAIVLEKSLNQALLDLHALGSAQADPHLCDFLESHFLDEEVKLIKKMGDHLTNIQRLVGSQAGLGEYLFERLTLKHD
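Apoferritin-based anesthetic binding model; compound displacement of fluorescent 1-AMA measured as endpoint fluorescence after 10 minutes at room temperature, scaled to free-ligand and complex controls.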
RXFP1 antag = blocks the human relaxin receptor RXFP1 | Q9HBX9 | HEK293-RXFP1, relaxin-stimulated cAMP HTRF, 30 min; hits give low values | activity change, negative = inhibition, % at 57.5 µM | 0.59% of 350,000 active | AID 1259400;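 active = activity change of -60% or lower, but not beyond a set lower limit; inconclusive = change between -60% and -40%, or beyond the set limit; inactive = change above -40%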; note: % is set by controls: 0 for no effect and ±100 for the full control effect
D1 ag = human D1 receptor agonism. P21728. HEK293 T-REx D1 cells, calcium flux, agonist mode. activation, % at 2 µM. 1% of 360,000 active. AID 504660; in the data active = activation above about 30%; note: 0% is about no effect
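Agonism was scored from calcium flux recorded over 180 s (1 read/s) after pintool compound addition, following a 10-cycle baseline. Cells were inducible force-coupled HEK293 TREx D1, plated overnight at 30 C and loaded with no-wash calcium dye.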
TRHR enhancer = allosteric enhancers of human TRH receptor | P34981 | TRHR cells, fluo-8 calcium fluorescence, EC20 TRH enhancement | enhancement, % at 2 µM | 0.66% of 360,000 active | AID 493056; in the data active = enhancement above about 30%; note: 0% is about no effect
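Enhancer read-out: after compound pinning and an initial kinetic agonist-mode read, an EC20 of TRH (10 nM final) was injected and fluo-8 calcium signal (Ex 480/Em 530) followed at 1 s/cycle for 100 cycles in TRHR-expressing cells.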
RXFP1 agonist = activates the human relaxin receptor RXFP1; HEK293T-RXFP1 cAMP TR-FRET, 30 min; response scale: percent of porcine relaxin response, buffer zero; Potency, µM (highest dose often 57.5 µM), for inactives: at the top dose activation, actives largely listed as activators; 0.3% of 370,000 active; AID 2676; note: potency is the fitted concentration of half-maximal effect; % is set by controls: 0 for no effect and ±100 for the full control effect; nearly all actives have a fitted effect of over 60% in size; many of its hits are not listed in these tables
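HEK293T cells stably expressing RXFP1 were pretreated with the PDE4 inhibitor Ro 20174, exposed to compounds for 30 min at 37C, lysed, and cAMP was read by TR-FRET. Data normalized to buffer (basal) and 29 nM porcine relaxin (100%).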
Active calls of the source: *; u = inconclusive; x = not tested or not shown; & = joins results of further samples; [ ] = dose if it differs, or a comment. Unless noted, calls come from the whole dose curve; as a rule, active = well fitted curve in the direction sought with a large enough effect; inconclusive = small, poorly fitted or top-dose-only effect, or another doubt; inactive = no such curve, though single readings can be large; an effect the other way counts as inactive or inconclusive. Only part of the results is shown; rates above refer to the full screens.

SMILES	D1 antag	D1 PAM	TRHR agonist	D2 potentiator	Anesthetic bind	RXFP1 antag	D1 ag	TRHR enhancer	RXFP1 agonist
CC(=O)Nc1ccc(NC(=O)C(C)NC(C)c2cccc3ccccc23)cc1 (stereo not drawn)	0	3	-0.9	-3	2%	-11	5	1	1.9%
Brc1ccc(-c2nc(-c3ccccn3)no2)o1	0	3	-0.2	5	-11%	2	0	1	3.0%
Cc1cc(C)c2c(n1)sc1c(=O)n(-c3cc(Cl)ccc3C)nnc12	-5	3	-1.0	10	-8%	-3	0	3	-2.1%
COc1cccc(N2CC(NC(=O)C(=O)c3c[nH]c4ccccc34)CC2=O)c1 (stereo not drawn)	-35*	-3	0.2	20	x	-10	2	-1	-0.9%
Cc1ccc(SCc2ccc(C(=O)Nc3ccccc3C(=O)NC(C)C)cc2)cc1	-7	17	0.4	7	1%	-4	11	1	1.3%
CCCOc1ccccc1N/C(=N/c1nc(C)cc(C)n1)NC(=O)Nc1ccc(Cl)cc1	-50*	-12	0.4	-1	-17%	-12	3	-10	1.0%
Cc1ccc(-n2nc(C(=O)O)c(O)cc2=O)cc1	3	11	0.5	1	0%	-12	3	1	-0.9%
O=C(COc1cccnc1[N+](=O)[O-])NCc1ccc2c(c1)OCO2	1	-1	0.8	-3	-2%	0	4	-5	1.0%
COc1ccc(C(CNC(=O)COc2ccc(-c3ccccc3)cc2)N2CCOCC2)cc1 (stereo not drawn)	-26	-5	-0.3	7	2%	-19	7	6	-1.2%
O=C(Oc1ccc2ccccc2c1)c1cncc(Br)c1	6	-1	-0.2	-4	-13%	0	6	-2	-0.8%
CN1CCc2c(sc(NC(=O)C3CCCN3S(=O)(=O)c3ccc(Cl)s3)c2C(N)=O)C1 (stereo not drawn)	3	-3	1.6	7	x	-31	9	-4	0.9%
COc1cc(NS(C)(=O)=O)cc(OC)c1OC	-10	0	-0.2	1	-4%	22	0	-2	-0.3%
Cc1coc2cc3oc(=O)c(CCC(=O)N4CCC(C(=O)O)(c5ccccc5)CC4)c(C)c3cc12	-6	-4	0.0	x	0%	x	13	6	2.4%
CCN(c1ccccc1)c1ncnc2c1cnn2-c1ccccc1	-5	-3	-0.2	1	-1%	x	3	-8	1.1%
O=S(=O)(/N=C(/NS(=O)(=O)c1ccccc1)c1ccccc1)c1ccccc1	-18	-3	3.9	4	-2%	u	1	-2	0.6%
CN1CCN(C2=Nc3cc(F)ccc3Cc3ccccc32)CC1	-84*	-3	0.1	-26	-2%&-8%	-16	9	1	3.5%
COc1ccc(NC(=O)CSc2nc(-c3ccco3)nc3cc(=O)[nH]n23)cc1Cl	9	2	0.7	14	-4%	5	2	2	0.3%
COc1cccc(C(c2sc3nc(C)nn3c2O)N2CCN(C(=O)c3ccco3)CC2)c1 (stereo not drawn)	-16	-16	-0.1	6	-9%	-4	1	6	0.1%
O=[N+]([O-])c1ccc(CSc2nnc(Cc3ccccc3)o2)cc1	-5	0	-0.8	-6	-18%	17	7	-3	5.8%
O=C(Nc1ccccc1[N+](=O)[O-])C1(c2ccccc2)CCOCC1	-2	-5	-0.4	-3	-18%	-19	0	5	-0.6%
Cc1cccc(Cn2c(SCc3ccc(C(=O)NCc4ccccc4F)cc3)nc3ccncc32)c1	10	-5	1.1	2	40%[activator]	-6	8	1	0.5%
CCOc1ccc(NC(=S)N2CCCN(Cc3cc(C)ccc3C)C2)cc1	-5	-4	-0.1	x	-1%	-8	16	2	0.7%
O=C(O)CN1C(=O)C2C3C=CC(C2C1=O)C1C(=O)N(CC(=O)O)C(=O)C31 (stereo not drawn)	2	-5	0.1	18	-1%	-4	5	2	3.1%
NC(=O)c1ccc(N=Nc2c(O)c3ccccc3[nH]c2=O)cc1	4	-7	-2.2	12	-4%	x	6	6	1.9%
COc1ccc(Cl)cc1S(=O)(=O)N1CCCC(C(=O)NCc2ccncc2)C1 (stereo not drawn)	7	-6	0.1	-13	-3%	-7	3	-2	-0.4%
CCOC(=O)c1c(NC(=O)C(C)Sc2cccc[n+]2[O-])sc2c1CCN(Cc1ccccc1)C2 (stereo not drawn)	5	1	3.9	14	-14%	-6	8	-2	0.3%
Cc1ccc(C(=O)n2c(-c3ccccc3)cnc2SCC(=O)Nc2ccccc2)cc1	-9	-5	-0.5	-4	-3%	-14	1	-4	-0.1%
Clc1ccc(Oc2ccccc2)c2ncccc12	0	-3	-0.2	16	-10%	-10	3	6	0.6%
O=C(CC1(O)C(=O)Nc2cc(Cl)cc(Cl)c21)c1ccccc1O (stereo not drawn)	-17	0	0.5	2	-19%	-13	1	-1	1.6%
COc1ccc(CCNS(=O)(=O)c2ccc(Br)s2)cc1	-3	-5	-1.4	1	-9%	2	-1	3	1.6%
Cc1occc1-c1nnc(SCC(N)=O)n1Cc1ccccc1	18	-5	0.4	8	-2%	2	-1	0	0.2%
COc1ccc2c(c1)C(C)=CC(C)(C)N2S(=O)(=O)c1ccc(Br)cc1	-30*	-2	0.0	-11	72%[activator]	-4	2	-10	0.6%
COc1ccccc1/C=C/CN1CCC(Oc2cc(C(=O)NC3CC3)ccc2OC)CC1	-73*	-5	-0.1	-20	-19%	14	11	11	0.6%
CSCCC(NC(=O)c1ccco1)C(=O)OCC(=O)Nc1sccc1C#N (stereo not drawn)	-9	-6	0.9	0	-15%	x	3	-2	0.0%
Cc1ccc2c(c1)c(C)c(C)n2CC(O)CN1CCOCC1 (stereo not drawn)	16	-2	0.2	-12	-6%	-25	-3	1	2.9%
O=S(=O)(c1ccc(F)cc1)N1CCN(Cc2nnc(-c3ccccc3)o2)CC1	-10	0	0.7	12	x	8	3	8	-0.1%
Cc1ccc(C)c(CN2C(=O)c3ccccc3S(=O)c3ccc(C(=O)N4CCC(C)CC4)cc32)c1 (stereo not drawn)	0	2	-0.2	19	u	x	1	-6	-2.0%
Cc1ccccc1CNC(=O)c1ccccc1N(C)S(=O)(=O)c1ccccc1	6	-5	0.1	-1	-13%	13	2	1	0.8%
Cn1c(CCNC(=O)c2ccccc2)nc2cc(NC(=O)C3CCCCC3)ccc21	-2	2	-0.9	10	-7%	13	3	7	0.5%
O=C(Cn1c(=O)n(-c2cccc(Cl)c2)c(=O)c2sc3ccccc3c21)N1CCCC1	0	1	-0.3	-3	-4%	x	0	7	-0.1%
CC1(C)CC(=O)C=C(Nc2ccc(Cl)cc2)C1	-21	6	0.6	5	-14%	-12	1	-9	-0.4%
O=C(Nc1ccc(F)c(Cl)c1)NC1CC1	-4	-5	0.2	-3	-4%	-2	6	-2	3.7%
CCOc1cccc(NC(=O)c2cnccc2C(F)(F)F)c1	-3	-11	0.7	0	5%	-12	2	4	-4.2%
CCCCC(=O)Nc1cc2nn(-c3ccc(OC)cc3)nc2cc1C	15	-1	0.4	-4	-8%	10	3	0	1.5%
COc1ccc(-c2noc(-c3ccc(C)cc3)n2)cc1	-1	-12	0.5	-7	-5%	-5	1	1	-1.1%
COCC(C)n1c(SCC(=O)Nc2oc(C)c3c(C)n[nH]c(=O)c23)nc2ccccc2c1=O (stereo not drawn)	7	-1	-1.2	15	-10%	-7	0	7	3.5%
Cc1c(C(=O)Nc2cccc(Cl)c2)cn2c(nc3ccccc32)c1C#N	2	-4	0.4	-7	0%	18	2	2	3.4%
CS(=O)(=O)N1CCN=C1SCc1ccccc1	0	-2	-0.3	-2	u	-2	4	32*	0.2%
O=C(Nc1nccs1)c1csc2c1CCCC2	4	-2	-0.2	13	u	6	1	-1	-0.3%
CCOC(=O)N1CCN(C(=O)c2ccc(SC)cc2OC)CC1	10	-4	3.3	2	-6%	4	3	-5	0.5%
O=C(CCN1C(=O)C2CC=C(Cl)CC2C1=O)N1CCCCC1 (stereo not drawn)	-1	0	2.6	5	11%	-8	3	-2	-1.4%
Cc1ccc(C)c(S(=O)(=O)Nc2cc3c4c(c2)CCN4C(=O)CC3)c1	-10	1	-0.1	1	x	-8	4	-1	0.9%
CC(C(=O)Nc1cccnc1)N1C(=O)c2ccccc2C1=O (stereo not drawn)	3	3	0.1	-12	-12%	13	0	6	2.3%
COc1ccc(COC(=O)C2CCN(C(=O)c3ccc(Cl)cc3)CC2)cc1F	x	-2	0.1	-1	x	0	1	-6	-0.2%
O=C(CNc1cccc(Cl)c1)NNC(=S)NCc1ccccc1	-16	5	0.1	-12	-17%	-25	1	-3	0.0%
Cn1cccc1/C=N/NC(N)=S	11	-4	0.5	-1	-8%	-19	1	1	1.1%
CCNC(=O)COC(=O)c1cc(-c2ccco2)nc2ccccc12	-8	-2	0.0	-2	230%[activator]	11	0	-6	5.8%
CC1(C)Cc2c(sc3c2C(=O)N(c2ccccc2)C2=NCCCN23)CO1	-1	-2	0.1	1	-14%	-6	0	-2	1.2%
O=C(/C=C/c1ccccc1)N1CCC(N2CCC(C(=O)N3CCOCC3)CC2)CC1	7	-2	0.5	3	-6%	-15	0	22	1.3%
CC(=O)Nc1cccc(NC(=O)C(F)(F)F)c1	0	-2	0.2	-10	-3%	-4	1	-2	-1.4%
Cc1ccccc1Oc1ncccc1C(=O)/C(C#N)=C/N(C)C	-8	-7	-0.9	10	-4%	-7	1	3	0.2%
O=C(C1CC(=O)N(c2ccccc2)C1)N1CCN(c2ccccc2)CC1 (stereo not drawn)	-14	7	0.1	1	-2%	1	1	6	-0.6%

Given with each value named: entries from further up.
O=C(Oc1ccc2ccccc2c1)c1cncc(Br)c1
  D1 antag: 6
  D1 PAM: -1
  TRHR agonist: -0.2
  D2 potentiator: -4
  Anesthetic bind: -13%
  RXFP1 antag: 0
  D1 ag: 6
  TRHR enhancer: -2
  RXFP1 agonist: -0.8%

CN1CCc2c(sc(NC(=O)C3CCCN3S(=O)(=O)c3ccc(Cl)s3)c2C(N)=O)C1 (stereo not drawn)
  D1 antag: 3
  D1 PAM: -3
  TRHR agonist: 1.6
  D2 potentiator: 7
  Anesthetic bind: x
  RXFP1 antag: -31
  D1 ag: 9
  TRHR enhancer: -4
  RXFP1 agonist: 0.9%

COc1cc(NS(C)(=O)=O)cc(OC)c1OC
  D1 antag: -10
  D1 PAM: 0
  TRHR agonist: -0.2
  D2 potentiator: 1
  Anesthetic bind: -4%
  RXFP1 antag: 22
  D1 ag: 0
  TRHR enhancer: -2
  RXFP1 agonist: -0.3%

Cc1coc2cc3oc(=O)c(CCC(=O)N4CCC(C(=O)O)(c5ccccc5)CC4)c(C)c3cc12
  D1 antag: -6
  D1 PAM: -4
  TRHR agonist: 0.0
  D2 potentiator: x
  Anesthetic bind: 0%
  RXFP1 antag: x
  D1 ag: 13
  TRHR enhancer: 6
  RXFP1 agonist: 2.4%

From PubChem
